Growth percent in the NCI-60 one-dose screen (48 h, 10 µM unless noted): 100 = growth as untreated, 0 = no growth, -100 = all killed.
HL-60(TB): HL-60(TB) leukemia cells; hit rate 9% among 78,000; AID 1794776; active means growth percent below 10
Starred values were filed as active, the others as inactive; & = joins results of further samples; [ ] = another dose, or the depositor's remark. A portion of the library (hit frequency here may not be typical).

The first 16 records as a preview:
SMILES	HL-60(TB)
O=[N+]([O-])c1ccc(Oc2ccc(-c3ccccc3)cc2)c([N+](=O)[O-])c1	112
CN(C)c1ccc(/C=N/NC(=O)c2cc(-c3nc4ccccc4[nH]3)nc3ccccc23)cc1	59
CC(=O)N1N=C(c2ccc(Nc3nc(Nc4ccc(F)cc4)nc(Nc4ccc(F)cc4)n3)cc2)CC1c1cccc([N+](=O)[O-])c1 (stereo unspecified)	0.0*
CC1=NC2=Nn3c(c4cnn(-c5ccccc5)c4n/c3=N\N)NN2C(c2ccccc2)=C1	106
C#CCn1cnc2c(Nc3cccc(NC(=O)CCl)c3)ncnc21	7.9*
COc1ccc(/C=N/N2C(=O)c3ccccc3C2=O)cc1OC	79
O=C(/C=C/Nc1nccs1)c1ccc(N=Cc2c(O)[nH]c3ccccc23)cc1	111
COc1ccc(C2Sc3ccccc3NC3=C2C(=O)c2ccccc23)cc1 (stereo unspecified)	79
COc1cc(NS(C)(=O)=O)ccc1Nc1c2ccc(Cl)cc2nc2c(OC)cccc12	-30*
CC1=CC(C)(C)Nc2ccccc21	104
O=C(CSSCC(=O)c1ccc(Cl)cc1)c1ccc(Cl)cc1	45
CC1(C)CC(=O)C=C(N)C1	72
CCSc1nnc2c(/C=C/c3ccc(OC)cc3)nc3ccccc3n12	71
CC(=O)c1c2c(c3ccc4c5ccccc5ccc4n13)C(=O)c1ccccc1C2=O	94
COc1ccc(/C=N/Nc2ccnc3c(OC)cccc23)c2cccnc12	101
C/C(=N\Nc1cc(C)c2cc(C)ccc2n1)c1ccccn1	-55*

The whole of this part (from the top)
SMILES	HL-60(TB)
O=[N+]([O-])c1ccc(Oc2ccc(-c3ccccc3)cc2)c([N+](=O)[O-])c1	112
CN(C)c1ccc(/C=N/NC(=O)c2cc(-c3nc4ccccc4[nH]3)nc3ccccc23)cc1	59
CC(=O)N1N=C(c2ccc(Nc3nc(Nc4ccc(F)cc4)nc(Nc4ccc(F)cc4)n3)cc2)CC1c1cccc([N+](=O)[O-])c1 (stereo unspecified)	0.0*
CC1=NC2=Nn3c(c4cnn(-c5ccccc5)c4n/c3=N\N)NN2C(c2ccccc2)=C1	106
C#CCn1cnc2c(Nc3cccc(NC(=O)CCl)c3)ncnc21	7.9*
COc1ccc(/C=N/N2C(=O)c3ccccc3C2=O)cc1OC	79
O=C(/C=C/Nc1nccs1)c1ccc(N=Cc2c(O)[nH]c3ccccc23)cc1	111
COc1ccc(C2Sc3ccccc3NC3=C2C(=O)c2ccccc23)cc1 (stereo unspecified)	79
COc1cc(NS(C)(=O)=O)ccc1Nc1c2ccc(Cl)cc2nc2c(OC)cccc12	-30*
CC1=CC(C)(C)Nc2ccccc21	104
O=C(CSSCC(=O)c1ccc(Cl)cc1)c1ccc(Cl)cc1	45
CC1(C)CC(=O)C=C(N)C1	72
CCSc1nnc2c(/C=C/c3ccc(OC)cc3)nc3ccccc3n12	71
CC(=O)c1c2c(c3ccc4c5ccccc5ccc4n13)C(=O)c1ccccc1C2=O	94
COc1ccc(/C=N/Nc2ccnc3c(OC)cccc23)c2cccnc12	101
C/C(=N\Nc1cc(C)c2cc(C)ccc2n1)c1ccccn1	-55*
O=c1c2ccccc2nc(-c2ccccc2)n1Cc1nc2ccccc2s1	90
Brc1ccc(Nc2nnc(-c3ccco3)o2)cc1	97
N#CCc1ccc(CC#N)cc1	93
Cc1cc2c(cc1C)C(=O)CCC2	110
O=c1[nH]c(Cc2ccccc2)c(Br)c(=O)[nH]1	107
O=[N+]([O-])c1cc([N+](=O)[O-])c(Nn2c3ccccc3c3ccccc32)c([N+](=O)[O-])c1	-30*
COc1ccc(NC(=O)CSc2ccc(-c3ccc(Br)cc3)nn2)cc1	99
CN1CCCc2cc(/C=C3\SC(=S)N(c4cccc(C(=O)O)c4)C3=O)ccc21	102
CC1CC2=C(CC1CNCCCN(C)C)C(C)(C)CCC2 (stereo unspecified)	94
SMILES	HL-60(TB)
CCOP(=O)(OCC)/C(C#N)=C/c1ccc(OC)cc1	99
Oc1ccc(/C=C2\SCc3cc4ccc(O)cc4[o+]c32)c(O)c1	99
O=C(O)c1ccc(Cl)cc1[N+](=O)[O-]	74
CNC(=O)c1c(NC(=O)c2ccc(F)cc2)sc2c(CN(C)C)c(O)ccc12	49
COC(=O)[C@@H](Cc1c[nH]c2ccccc12)NC(=O)CCCCOc1cc(O)c2c(=O)cc(-c3ccccc3)oc2c1	84
CC(C)CC(C(=O)O)n1c(O)c(C=C2N=c3ccccc3=N2)sc1=S (stereo unspecified)	101
CCOP(=O)(OCC)/C(=C\n1ccc(=O)[nH]c1=S)C(=O)OC	112
CCc1ccc(Cc2ccccc2)cc1	96
O=C1COCCN1c1ccc(Nc2nc(Cl)nc(OCCCl)n2)cc1	85
CC(=O)Nc1ccc(-n2cnc3cc(-c4ccc(O)cc4)ccc32)c(F)c1	58
CCCc1cc(=O)[nH]c(SC(C)c2nc3sc(C(=O)OCC)c(C)c3c(=O)[nH]2)n1 (stereo unspecified)	66
COc1ccc(-c2oc(-c3ccc(OC)cc3)c3ccccc23)cc1	47
O=C(CN1CCN(c2cc(=O)n(-c3ccccc3)c3ccccc23)CC1)Nc1cccc(C(F)(F)F)c1	29
COc1ccc(Cn2cc3c(c2-c2cc(OC)c(OC)c(OC)c2)CCc2cnoc2-3)cc1OC	44
CCCCC1CCc2cccc3c(SCC(=O)N(C)c4cccc(Br)c4)cc[n+]1c23 (stereo unspecified)	97
N/C(=N/S(=O)(=O)c1ccc(N)cc1)c1ccccc1	83
O=C(NC(C(=O)NO)c1ccc(-c2cc(F)c(F)c(F)c2)cc1)c1ccc(O)c(F)c1 (stereo unspecified)	64
COc1cc2c3c(c(=O)oc2cc1OS(C)(=O)=O)CCCCCC3	101
NS(=O)(=O)c1ccc(Cn2c(SCC(=O)N/N=C/c3ccccc3O)nc3ccccc3c2=O)cc1	41
Cc1ccccc1OCC(O)CN1CCCCC1 (stereo unspecified)	173
O=C(c1nc2ccccc2[nH]1)C1[C@@H](c2cccc(O)c2)C2CC3CCCCC3N2[C@@]12C(=O)Nc1cc(Cl)ccc12 (stereo partly specified)	6.6*
O=C1N(Cc2cccc(F)c2)c2ccccc2S(=O)(=O)N1c1cccnc1Cl	91
COc1c(O)c(O)cc2c3c(oc12)CC(C(C)C)CC3=O (stereo unspecified)	72
COc1ccc(/C=C\[C@H]2O[C@@H](C)[C@H](O)[C@@H]2O)cc1	87
Nc1nc2ncc(N[C@@H](Cc3ccccc3)C(=O)O)nc2c(=O)[nH]1	97
SMILES	HL-60(TB)
CNC(=O)Oc1cccc(N(C)C)c1	103
O=Cn1nc(-c2ccc(Br)cc2)cc1-c1ccccn1	103
O=C(O)C(O)C(O)C(O)C(=O)CO (stereo unspecified)	60
CC(C)CCC[C@@H](C)[C@H]1CC[C@H]2[C@@H]3CC=C4C[C@@H](O)CC[C@]4(C)[C@H]3CC[C@]12C	102
O=C(Cc1ccccc1Cl)c1ccccc1	83
CC(C)COC(=O)N1CCCC1	110
CC(C)CCSc1nc(NNC(N)=S)c(C#N)c(-c2ccccc2)n1	83
Cn1c(=O)cc(OCC(=O)N/N=C/c2ccccc2)c2ccccc21	102
COC(=O)C(Cc1cn(C(C)=O)c2ccccc12)P(=O)(OC)OC (stereo unspecified)	98
S=c1nn[nH]n1C1CCCCC1	80
O=C(/C=C/Nc1ccc2oc(=O)ccc2c1)c1cc2cc(Br)ccc2oc1=O	131
Cc1ccc2c(c1)c(=O)n(-c1ccccc1)c1nnc(Nc3ccccc3)n21	94
O=C(Cc1ccccc1)N/N=C\c1ccccc1	49
O=C1Nc2ccccc2/C1=C\c1ccc(OCC(=O)c2ccc(Br)cc2)cc1	40
O=C1NC(=S)NC1Cn1c(-c2ccccc2)nc2ccccc21 (stereo unspecified)	97
CCOC(=O)c1c[nH]c2c([N+](=O)[O-])cc(OC)cc2c1=O	95&90
C[C@H]1[C@H](C)CC[C@]2(C(=O)Nc3ccc4ncccc4c3)CC[C@]3(C)C(=CC[C@@H]4[C@@]5(C)CCCNC(C)(C)[C@@H]5CC[C@]43C)[C@H]12	-45*
CCCOc1cc(N)ccc1C(=O)OCCN(CC)CC	102
CCCCC/C(C=C(C#N)C#N)=C/c1ccccc1	6.3*
CC(C)CCC(=O)O[C@H]1CC[C@H]2[C@@H]3CCC4=CC(=O)CC[C@]4(C)[C@H]3CC[C@]12C	108
CS(=O)C1=NCC(c2c(N)n[nH]c2-c2ccc(Cl)cc2)=N1 (stereo unspecified)	61
O=C1/C(=C/c2ccc([N+](=O)[O-])o2)Oc2ccc(Br)cc21	43
C=C1C(=O)O[C@H]2[C@H]1CC/C(COC(=O)NCC(=O)Nc1ccc(OC)c(C(N)=O)c1O)=C\CC[C@@]1(C)O[C@@H]21	-7.1*
COc1ccc(OC)c(/C=C2\C(=O)NN=C2N)c1	87
O=C(Nc1nn2c(-c3cc(C(F)(F)F)cc(C(F)(F)F)c3)nnc2s1)C1CCCC1	-53*
SMILES	HL-60(TB)
O=C1/C(=C/c2cccc3ncccc23)Cc2cc3c(cc21)OCO3	71
COC(=O)c1ccc(-n2cc(CCCN(CCNc3ccnc4cc(Cl)ccc34)C(=O)CCC(=O)O[C@@H]3O[C@@H]4OC5(C)CC[C@H]6[C@H](C)CC[C@@H]([C@H]3C)[C@@]46OO5)nn2)cc1	-31*
CCc1ccc2c(c1)C(=O)CCC2	102
CCOC(=O)/C(C#N)=C/c1ccccc1Br	92
O=c1[nH]c(=S)c2cnn(-c3ccccc3)c2[nH]1	85
O=C(NC(=S)Nc1cnccn1)c1ccccc1	100
COc1ccc(N=Nc2c(N)nn3ccc(C)nc23)cc1	97
COc1cc(-c2nc(-c3ccccc3)c(-c3ccccc3)n2C2CCCCC2)ccc1OC1CCCC1	73
O=C(NO)Nc1ccccc1C(=O)O	106
COc1cc(/C(=C(\CC(=O)O)C(=O)O)c2ccc3c(c2)OCO3)cc(OC)c1OC	93
Cn1cccc1CC(=O)N/N=C\c1ccc(O)cc1O	83
O=C1NN(C(=O)c2ccccc2)C(c2ccccc2)=N/C1=C\c1cn(-c2ccccc2)nc1-c1ccccc1	64
O=c1[nH]c(CN/N=C/c2ccc(Cl)cc2)nc2ccccc12	96
CCSCCC(N)C(=O)O (stereo unspecified)	88
Nc1c(C(=O)Nc2ccncc2)sc2nc3c(cc12)CCCCCCCC3	-55*
CC(C)NC(=S)Nc1ncccc1OCc1cccc(Cl)c1	102
O=NN(c1ccccc1)c1cccc2ccccc12	90
Nc1ccc2cc(Cl)ccc2c1	128
O=C1CCC(C(=O)NC2CCC(O)CC2)CC1 (stereo unspecified)	101
CCOC(=O)c1cnn(CC(C)O)c1NC(=O)NCc1ccccc1F (stereo unspecified)	57
O=C(COc1ccc(Cl)cc1Cl)OCCCl	93
COC1c2occc2C(OC)C2C3C(=C(C)OC12)Sc1nc(-c2ccc(N(C)C)cc2)c(C#N)c(N)c13 (stereo unspecified)	53
CC1CC(c2c(O)cc(O)c3c(=O)c(O)c(-c4ccc(O)cc4)oc23)NC1=O (stereo unspecified)	83
COc1cc(-c2c(-c3ccccc3)c[nH]c2C(=O)NCCCO)c(OC)c2c1OCO2	91
OB(O)c1ccc(B(O)O)cc1	97

2 entries drawn at random from the list so far:
SMILES	HL-60(TB)
COc1ccc(N=Nc2c(N)nn3ccc(C)nc23)cc1	97
COc1cc(-c2nc(-c3ccccc3)c(-c3ccccc3)n2C2CCCCC2)ccc1OC1CCCC1	73

Further results
SMILES	HL-60(TB)
CC[C@@H](C(=O)[C@H](C)[C@H](O)[C@@H](C)[C@H]1O[C@H]([C@@H](CC)C(=O)O)CC[C@H]1C)C1O[C@]2(C=C[C@@H](O)[C@]3(CC[C@@](C)([C@H]4CC[C@](O)(CC)[C@H](C)O4)O3)O2)[C@H](C)C[C@@H]1C (stereo partly specified)	-37*
CCNCCCn1c2c(c3ccc([N+](=O)[O-])cc3c1=O)C(=O)c1cc(OC)cnc1-2	-36*
O=C(Nc1ccc(OCc2nnc(-c3ccccc3)o2)c(F)c1)Nc1ccc(Cl)c(C(F)(F)F)c1	-20*
O=C(O)c1cc(Cl)ccc1Nc1ccc2nnc(-c3ccncc3)n2n1	96
Cc1sc2c(c1C)c(=O)nc1c(-c3nc(-c4ccccc4)cs3)n[nH]n12	94
CC12CCC3C(CCC4=CC(=O)CCC43C)C1C/C(=C\c1ccc(OCC(=O)N3CCCC3)cc1)C2=O (stereo unspecified)	14
COc1ccc(Cc2cc(-c3ccccc3)nn(C/C(=N/O)c3ccccc3)c2=O)cc1OC	81
COc1cc2nc(Cl)nc(Nc3cccc(C4=NN(C(C)=O)C(c5ccccc5)C4)c3)c2cc1OC (stereo unspecified)	89
Oc1ccc(C(c2ccc(O)cc2)C(Cl)(Cl)Cl)cc1	68
CC12CCC(C(N)C1=O)C2(C)C (stereo unspecified)	105&87
C=C(C)[C@@H]1CC[C@]2(C(=O)NCCCCCCN(CCC#N)CCC#N)CC[C@]3(C)[C@H](CC[C@@H]4[C@@]5(C)CC[C@H](OCCC#N)C(C)(C)[C@@H]5CC[C@]43C)[C@@H]12	21[100 µM]
N#CC(NC(N)=O)c1ccccc1 (stereo unspecified)	84
CCNC(=S)NNC=O	102
CNC(=O)Oc1cc2c(cc1C(C)(C)C)CCC2	93
Clc1nnc(NC2CCCCC2)c(Cl)c1Cl	90
COS(=O)(=O)c1cccc2c(S(=O)(=O)OC)cccc12	122
COc1ccc(C[C@H](N)C(=O)N[C@@H]2[C@@H](CO)OC(n3cnc4c(N(C)C)ncnc43)[C@@H]2O)cc1 (stereo partly specified)	-30*
COc1ccc(NC(=O)[C@H](CCC(=O)OC(C)(C)C)NC(=O)OC(C)(C)C)cc1C(=O)Nc1cccc(C2CC(=O)c3c(cc(OC)c(OC)c3OC)O2)c1 (stereo partly specified)	105
CN(C)CCCN1c2nc3ccccc3cc2Sc2cc3ccccc3nc21	44
COc1cc(C=C2C(=O)NC(=S)NC2=O)cc(CN2CCN(C)CC2)c1O	108
Cn1ccc(Cc2cnc(N)s2)n1	94
COc1cccc2c1cc([N+](=O)[O-])c1c(C(=O)O)cc3c(c12)OCO3	79&105&42
C=CCn1c(SCC(=O)Nc2ccc(OC)cc2)nnc1-c1cc(-c2ccccc2)nc2ccccc12	101
N#Cc1nnn(-c2ccc(S(N)(=O)=O)cc2)c1NS(=O)(=O)c1ccccc1	89
Clc1ccc(OCc2nc(-c3ccccc3)n[nH]2)c(Cl)c1	95

Screens deposited in PubChem BioAssay by NCI.
